Rpn11 inh: inhibitors of human proteasome Rpn11; 0.59% of 360,000 active; human 26S proteasome, Ub4-pepOG fluorescence polarization; 20S core pre-blocked with epoxomicin; AID 588493; O00487; calls only at 20 µM;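 active = inhibition at 20 µM, scaled to each plate's controls, above about 33%, limit read from the data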
PABP1 MLLE inh: inhibitors of microRNA-mediated deadenylation, human PABP1 MLLE binding | P11940 | GST-MLLE / FITC-PAM2 fluorescence polarization | inhibition, % at 20 µM | 0.36% of 360,000 active | AID 588489; in the data active = inhibition above about 35%, passing the limit was not always enough;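 also: plate controls were DMSO wells with GST-MLLE for no effect and wells lacking GST-MLLE protein for full effect; some results filed as inactive read as strong as hits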
FAS TE block: inhibitors of human fatty acid synthase thioesterase domain; recombinant FAS-TE, OMFH fluorogenic substrate, fluorescence endpoint; P49327; inhibition, % at 15 µM; AID 602261; 0.67% of 360,000 active;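 active = compounds whose normalised, plate-corrected inhibition of enzyme fluorescence in the single-dose primary screen is 50% or more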;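 also: 0% = DMSO with enzyme and 100% = substrate without enzyme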
Target sequence (P49327 whole entry, looked up, the tested form may be a part): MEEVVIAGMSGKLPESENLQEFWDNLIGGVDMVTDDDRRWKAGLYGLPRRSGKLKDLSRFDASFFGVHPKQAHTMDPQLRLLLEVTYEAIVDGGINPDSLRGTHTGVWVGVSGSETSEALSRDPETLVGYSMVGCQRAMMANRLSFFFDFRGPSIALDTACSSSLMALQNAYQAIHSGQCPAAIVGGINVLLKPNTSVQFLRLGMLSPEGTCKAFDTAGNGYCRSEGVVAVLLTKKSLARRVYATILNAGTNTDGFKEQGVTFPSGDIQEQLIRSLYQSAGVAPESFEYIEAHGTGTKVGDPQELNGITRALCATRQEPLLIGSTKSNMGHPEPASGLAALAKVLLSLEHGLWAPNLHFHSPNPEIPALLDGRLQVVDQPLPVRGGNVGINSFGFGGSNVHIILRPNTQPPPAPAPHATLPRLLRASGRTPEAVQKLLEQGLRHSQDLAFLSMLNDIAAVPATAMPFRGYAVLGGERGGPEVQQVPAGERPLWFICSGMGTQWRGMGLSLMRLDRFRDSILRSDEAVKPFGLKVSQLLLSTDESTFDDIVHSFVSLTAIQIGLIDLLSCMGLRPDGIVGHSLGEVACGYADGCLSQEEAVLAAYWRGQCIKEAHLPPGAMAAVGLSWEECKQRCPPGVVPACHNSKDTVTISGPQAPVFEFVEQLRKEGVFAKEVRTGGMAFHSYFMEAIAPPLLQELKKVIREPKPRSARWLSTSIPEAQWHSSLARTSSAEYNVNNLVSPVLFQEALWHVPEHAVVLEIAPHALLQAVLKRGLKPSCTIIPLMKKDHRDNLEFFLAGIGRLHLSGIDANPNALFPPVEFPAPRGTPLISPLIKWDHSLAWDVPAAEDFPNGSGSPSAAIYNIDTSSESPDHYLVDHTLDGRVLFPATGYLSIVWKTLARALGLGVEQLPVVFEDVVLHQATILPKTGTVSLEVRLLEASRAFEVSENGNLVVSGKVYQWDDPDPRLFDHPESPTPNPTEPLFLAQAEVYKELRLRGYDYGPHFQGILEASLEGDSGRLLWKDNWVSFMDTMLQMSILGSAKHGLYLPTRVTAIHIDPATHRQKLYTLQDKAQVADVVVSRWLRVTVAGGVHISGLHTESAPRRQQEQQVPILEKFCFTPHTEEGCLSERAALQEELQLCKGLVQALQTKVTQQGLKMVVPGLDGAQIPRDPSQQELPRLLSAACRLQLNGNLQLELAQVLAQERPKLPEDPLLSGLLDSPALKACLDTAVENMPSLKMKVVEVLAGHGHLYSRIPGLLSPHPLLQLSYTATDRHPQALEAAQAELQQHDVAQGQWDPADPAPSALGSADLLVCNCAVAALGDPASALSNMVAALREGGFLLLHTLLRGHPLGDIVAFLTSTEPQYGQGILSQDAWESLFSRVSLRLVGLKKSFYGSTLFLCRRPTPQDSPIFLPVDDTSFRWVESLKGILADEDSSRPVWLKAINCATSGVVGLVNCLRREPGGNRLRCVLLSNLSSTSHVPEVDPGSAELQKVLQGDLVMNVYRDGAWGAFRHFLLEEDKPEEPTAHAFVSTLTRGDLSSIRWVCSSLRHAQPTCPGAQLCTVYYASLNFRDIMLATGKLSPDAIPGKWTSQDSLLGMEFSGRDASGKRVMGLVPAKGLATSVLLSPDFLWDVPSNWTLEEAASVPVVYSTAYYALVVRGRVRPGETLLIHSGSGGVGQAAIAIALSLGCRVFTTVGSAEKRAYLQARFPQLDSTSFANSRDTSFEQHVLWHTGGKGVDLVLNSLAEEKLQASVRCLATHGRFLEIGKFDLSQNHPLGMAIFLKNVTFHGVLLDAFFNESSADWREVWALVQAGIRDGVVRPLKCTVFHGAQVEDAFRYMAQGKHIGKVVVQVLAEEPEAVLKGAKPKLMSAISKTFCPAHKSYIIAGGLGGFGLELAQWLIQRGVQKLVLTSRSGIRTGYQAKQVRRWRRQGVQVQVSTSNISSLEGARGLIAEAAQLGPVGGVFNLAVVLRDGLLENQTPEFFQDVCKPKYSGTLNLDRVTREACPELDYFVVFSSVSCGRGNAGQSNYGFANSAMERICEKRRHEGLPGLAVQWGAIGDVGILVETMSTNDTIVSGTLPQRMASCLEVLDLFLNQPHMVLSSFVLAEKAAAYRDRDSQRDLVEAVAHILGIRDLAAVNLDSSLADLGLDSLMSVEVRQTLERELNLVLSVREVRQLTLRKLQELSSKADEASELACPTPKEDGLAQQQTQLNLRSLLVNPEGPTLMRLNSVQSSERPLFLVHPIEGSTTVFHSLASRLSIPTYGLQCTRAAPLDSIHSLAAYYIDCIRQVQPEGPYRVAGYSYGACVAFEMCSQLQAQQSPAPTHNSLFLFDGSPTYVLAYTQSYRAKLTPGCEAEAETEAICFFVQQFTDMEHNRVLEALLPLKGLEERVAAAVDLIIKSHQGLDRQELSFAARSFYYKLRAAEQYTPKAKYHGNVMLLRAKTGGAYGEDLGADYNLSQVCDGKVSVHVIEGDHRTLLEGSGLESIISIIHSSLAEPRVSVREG
Rin1-Abl PPI inh: human Rin1-Abl interaction inhibition; inhibition, % at 7.35 µM; 0.4% of 360,000 active; TR-FRET Rin1/Abl binding, biochemical; in the data active = inhibition above about 5%, passing the limit was not always enough
MT1-MMP act inh: blocks activation of human MT1-MMP | 0.061% of 360,000 active | GFP/RFP ratio change, % at 20 µM | HT1080 RFP-PRO-GFP cells, GFP/RFP ratio fluorescence, overnight; percent of plate control window, DMSO zero | P50281;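 active = GFP/RFP ratio change of at least 30% with cell ATP level not reduced by more than half and red fluorescence within 50% of control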; also: strong numbers were not always called active
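system = RFP-PRO-GFP reporter HT1080 cells | dosing = 20 µM single dose, 1% DMSO | timing = overnight cell settling, then overnight compound exposure, 37 °C, 5% CO2 | read-out basis = GFP/RFP fluorescence ratio | controls = DMSO and RFP-L50D-GFP cell wells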
CSN deneddyl inh: inhibitors of human CSN-mediated cullin deneddylation; Q92905; 0.38% of 360,000 active; inhibition, % at 12.5 µM; AID 651999; Purified CSN, SCF-Nedd8-OG deneddylation, fluorescence polarization;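 active = pattern-corrected inhibition above about 35%, with an unprinted fluorescence ratio check between 0.5 and 1.5, limit read from the data, passing the limit was not always enough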;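 also: 0% = enzyme with substrate and 100% = substrate without enzyme; some results filed as inactive read as strong as hits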
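Material: purified human Csn5 enzyme expressed in HEK293T cells / Medium: Tris buffer pH 7.5, NaCl, DTT, Tween-20, trehalose, ovalbumin / Compound dosing: 12.5 µM single point / Schedule: 90 min incubation of compound, enzyme and substrate at room temperature / Signal: fluorescence polarization of the substrate / Control set: no-enzyme wells high, enzyme-with-substrate wells low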
MsrA act: activates bovine MsrA enzyme; purified bovine MsrA, absorbance read-out; activation, % at 10.6 µM; 0.3% of 360,000 active; AID 602163; in the data active = activation above about 7.5%;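 also: 0% = vehicle and 100% = reference activator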
E coli Lon inh: inhibits E. coli Lon protease; P0A9M0; purified E. coli Lon protease, fluorescence polarization; inhibition, % at 7.94 µM; 0.42% of 360,000 active; AID 602123; in the data active = inhibition above about 13%, passing the limit was not always enough;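 also: 0% = enzyme with probe and DMSO and 100% = no enzyme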
MsrA inh: inhibits bovine methionine sulfoxide reductase A | purified bovine MsrA, absorbance read-out | inhibition, % at 15.5 µM | 0.75% of 360,000 active | AID 651718; in the data active = inhibition above about 4.5%;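 also: 0% = vehicle wells with enzyme and 100% = reference inhibitor wells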
Active calls of the source: *; i = inactive; . = not tested or not shown.

SMILES	Rpn11 inh	PABP1 MLLE inh	FAS TE block	Rin1-Abl PPI inh	MT1-MMP act inh	CSN deneddyl inh	MsrA act	E coli Lon inh	MsrA inh
COc1ccc(CCNC(=O)COC(=O)c2cc(Cl)nc(Cl)c2)cc1	i	11	1	3	-10	2	-12	-1	1.2
CC(=O)c1c(C)[nH]c(C(=O)NCCc2ccccc2)c1C	i	0	-7	0	3	-5	-6	-14	-1.0
C=CC[C@@H](CC(=O)N(CCO)Cc1ccccc1)C(=O)N[C@H](COC(=O)[C@@H](CC=C)CC(=O)OC(C)(C)C)c1ccccc1	i	-5	13	0	-10	-3	-1	8	1.1
CCOC(=O)c1cc2c(=O)n3ccccc3nc2n(CCOC)c1=NC(=O)c1c(-c2c(F)cccc2Cl)noc1C	i	-6	44	0	1	7	-1	-2	2.9
CSc1cccc(NC(=O)C2CCN(S(C)(=O)=O)CC2)c1	i	2	-9	0	1	0	-3	-7	0.7
CCOC(=O)c1cc(-c2cccc([N+](=O)[O-])c2)on1	i	9	3	3	3	-3	-5	9	-1.0
Cc1cccc(/C=N\NC(=O)c2sccc2-n2cccc2)c1	i	-18	6	-3	-1	0	-7	-1	1.4
CSCCC(NC(=O)c1ccc([N+](=O)[O-])cc1Cl)C(=O)OC(C)C(=O)NCc1ccco1 (configuration not stated)	i	5	36	-2	-2	1	0	-7	0.5
CC(NC(=O)CSc1ncn[nH]1)c1ccc(Cl)cc1Cl (configuration not stated)	i	-10	-32	2	-2	4	-1	-1	0.2
Cc1ccc(S(=O)(=O)/N=C2/NC(=O)/C(=C\c3cc(Br)cc(Br)c3O)S2)cc1	.	-71	-12	-1	5	147*	-4	-88	.
CC(=O)Nc1cc(C(=O)O)ccc1S(=O)(=O)c1ccc(C)cc1	i	18	-8	1	-3	0	-7	2	-0.9
COC(=O)Nc1nnc(COc2cccc(C)c2)s1	i	0	-2	8	0	-2	-2	3	1.2
Cc1cc(C)c(NC(=O)CS(=O)CC(=O)N2CCN(c3ccccc3)CC2)c(C)c1 (configuration not stated)	i	-7	-10	-3	-4	-3	-9	-3	-0.6
CN(C)CCN(C(=O)C1CCCCC1)c1nc2cc3c(cc2s1)OCCO3	i	0	2	-4	-3	3	-1	-2	-0.7
COc1cccc2c1OC[C@@H](CO)[C@H]2N(C)C(=O)Nc1ccccc1	i	2	-5	-3	4	-4	-1	-5	.
O=C(COC(=O)c1ccccc1[N+](=O)[O-])Nc1nnc(-c2ccccc2)o1	i	0	-3	-1	-1	-2	-4	5	0.7
COc1cc(Cl)ccc1OCc1cc(C(=O)N2C[C@H]3CC[C@H]2C3)no1	i	0	13	3	-1	3	-2	1	0.2
CC1CN(S(=O)(=O)c2ccccc2)C(C)N1C(=O)N1CCOCC1 (configuration not stated)	i	10	-6	-2	-4	0	-2	-7	0.4
Cc1cc(NC(=O)CN2CCCCC2C)no1 (configuration not stated)	i	-6	-6	-2	4	8	-3	-3	-0.1
Cc1ccc(C)c2c(SC(C)C(=O)NCc3ccco3)nc(-c3ccccc3)nc12 (configuration not stated)	i	3	6	0	-4	3	1	-10	-0.8

Continued; the last 5 above are carried over.
SMILES	Rpn11 inh	PABP1 MLLE inh	FAS TE block	Rin1-Abl PPI inh	MT1-MMP act inh	CSN deneddyl inh	MsrA act	E coli Lon inh	MsrA inh
O=C(COC(=O)c1ccccc1[N+](=O)[O-])Nc1nnc(-c2ccccc2)o1	i	0	-3	-1	-1	-2	-4	5	0.7
COc1cc(Cl)ccc1OCc1cc(C(=O)N2C[C@H]3CC[C@H]2C3)no1	i	0	13	3	-1	3	-2	1	0.2
CC1CN(S(=O)(=O)c2ccccc2)C(C)N1C(=O)N1CCOCC1 (configuration not stated)	i	10	-6	-2	-4	0	-2	-7	0.4
Cc1cc(NC(=O)CN2CCCCC2C)no1 (configuration not stated)	i	-6	-6	-2	4	8	-3	-3	-0.1
Cc1ccc(C)c2c(SC(C)C(=O)NCc3ccco3)nc(-c3ccccc3)nc12 (configuration not stated)	i	3	6	0	-4	3	1	-10	-0.8
O=C(CCNS(=O)(=O)c1ccc(Cl)cc1)N1CCN(c2ncccn2)CC1	i	1	-7	-1	3	-4	-4	11	1.1
Cc1cccc2cc(CN(Cc3cccs3)C3(c4nnnn4C4CCCC4)CCCC3)c(=O)[nH]c12	i	1	31	-1	-6	-2	-4	12	0.4
Cc1cccc(C(=O)NCCCNC(=O)c2ccccn2)c1	i	10	-6	-2	-1	-3	-3	-13	-0.8
CC(C)C(c1nnnn1CC1CCCO1)N1CCN(C2CCCC2)CC1 (configuration not stated)	i	-8	-4	0	.	-2	-1	0	0.3
CC1=CC(=O)C(C(C)C)=C/C1=N/OC(=O)c1cccc([N+](=O)[O-])c1	i	21	7	3	-30	5	2	-3	2.3
O=C1CCC/C1=C\c1ccccc1	i	15	-4	0	-2	0	-2	-4	-0.7
COc1ccc(S(=O)(=O)N2CCOCC2)cc1C(=O)Nc1cccc(C(=O)NC2CC2)c1	i	-12	-1	-4	0	4	3	-4	1.2
O=C(O)c1ccc(N2CCCCC2)cc1	i	7	-10	-1	-1	-2	-2	6	0.9
O=C1C2C3c4ccccc4C(c4ccccc43)[C@@H]2C(=O)N1c1ccccn1 (some centres not stated)	i	7	-3	-1	0	2	-3	-1	-0.9
COC(=O)C1=NN(C(C)=O)C2(CC(=O)N(c3cc(C)cc(C)c3)C2=O)C1 (configuration not stated)	i	1	-13	4	3	4	-3	1	-1.0
N#C/C(=C(/O)COC(=O)CCCNC(=O)c1ccc(Cl)cc1)c1nc2ccccc2[nH]1	i	-24	2	0	-8	1	-2	-14	1.2
Cc1c(C(=O)N2CCOCC2)c(S(=O)(=O)Nc2cccc(C#N)c2)c(C)n1C	i	10	-5	0	4	-3	0	-1	0.2
O=C(NCCc1ccccc1)c1ccc([N+](=O)[O-])cc1	i	7	16	-1	0	2	0	10	-1.3
CCc1ccc(N2C(=O)CC(N(CC3CCCO3)C(=O)/C=C/C(=O)O)C2=O)cc1 (configuration not stated)	i	0	-12	-1	0	-5	-2	-8	0.2
Cc1n[nH]c(C)c1N1C(=O)c2cccc3cc(Br)cc(c23)C1=O	i	-2	-2	-3	3	0	-3	-11	2.5
CCCCn1c(N)c(N(CC(C)C)C(=O)CSCc2c(C)noc2C)c(=O)[nH]c1=O	i	15	-7	-2	1	-2	-1	-13	1.0
COc1ccc(C(=O)NNC(=O)CSc2nnc(COc3ccccc3OC)n2C)cc1	i	-7	-11	2	-4	-5	-13	4	0.2
Cc1cc(CC(=O)O)n(C)c1C(=O)c1ccc(Cl)cc1	i	-9	0	0	-1	2	-3	1	2.0
COc1ccc(C(=O)C2CCCN(Cc3cnc(N4CCOCC4)s3)C2)cc1F (configuration not stated)	i	10	-5	-2	11	0	6	-5	0.2
COCCN(C(=O)c1cc(Cl)ccn1)c1c(N)n(Cc2ccccc2)c(=O)[nH]c1=O	i	-6	-6	0	0	-2	-2	-5	-1.1
CC(C)CCOc1ccc(/C=C2\CCn3c2nc2cc(C(=O)O)ccc2c3=O)cc1	i	19	29	-1	6	7	-1	12	-0.7
CCOC(=O)C1=C(CSc2nc3ccccc3s2)NC(=O)NC1c1cccc([N+](=O)[O-])c1 (configuration not stated)	i	-10	12	2	3	2	-3	-6	0.3
COCCN(C(=O)COC(=O)c1ccccc1Nc1ccccc1)c1c(N)n(Cc2ccccc2)c(=O)[nH]c1=O	i	-12	4	-3	-14	-3	1	7	1.8
Cc1ccc(-n2nc(C(=O)NN)c(C)c(C#N)c2=O)cc1Cl	i	-6	7	-1	3	1	-3	-1	0.1
CC(=O)Nc1nc(C=C(Cl)Cl)cs1	i	16	-4	-6	2	7	-3	7	-1.1
CC(C)Nc1nc(Cl)nc(NNC(=O)C(C)Oc2ccccc2)n1 (configuration not stated)	i	-1	-7	0	12	-4	-1	1	1.6
O=C(CCCC1=NS(=O)(=O)c2ccccc2N1)N1CCN(c2ccccc2)CC1	i	-21	-6	-1	4	8	0	-3	-1.2
O=C(NCC1CCCO1)c1ccccc1 (configuration not stated)	i	-12	-10	0	12	-1	0	8	0.3
O=C(CNC(=S)N(Cc1ccccc1F)C1CCCCC1)NC1CC1	i	-121	-1	-2	1	-5	1	-4	-1.3
N#CCC(=N)N1CCN(c2cccc(Cl)c2)CC1	i	3	-6	-2	1	2	-4	1	0.0
CC(C)(C)NC(=O)NC(=O)CN1CCN(c2ccccc2O)CC1	i	2	-1	-1	5	-2	-7	-6	0.5
COc1ccc(C(=O)N2c3ccccc3C(=O)OC2c2ccc3c(c2)OCO3)cc1 (configuration not stated)	i	7	13	-4	1	-2	-2	-10	-0.2
CCn1c(SCC(=O)NNC(=O)c2ccc(OC)cc2)nnc1-c1ccco1	i	3	-6	1	4	1	-2	-5	0.1
O=C(NN1CCOCC1)c1cc(-c2ccc(Cl)c(Cl)c2)nc2ccccc12	i	-1	2	0	6	3	-1	-6	-1.2
Cc1ccc(S(=O)(=O)N2CCOCC2)cc1C(=O)Nc1ccncc1	i	11	-9	0	-1	-3	-4	2	0.5
CCc1nc2c(OCCc3cccc(OC)c3)cccn2c1N(C)C(=O)c1ccc(OC)cc1	i	2	2	3	-5	4	-1	-10	0.9
Cc1ccccc1CC(=O)NCC1CCCCC1	i	6	-2	-1	-1	0	-4	-6	0.1
O=C(NCCC(=O)N1CCN(c2cccc(Cl)c2)CC1)c1ccc(Br)cc1	i	4	18	4	3	-2	-5	7	-0.4
COc1ccc(C(=O)NC2CC2)cc1OC1CCN(Cc2cnn(C)c2C)CC1	i	-22	-5	3	3	3	-3	-4	-0.2
COC(=O)c1c(NC(=O)C2Cc3ccccc3C(=O)O2)sc2c1CCCC2 (configuration not stated)	i	1	14	1	-4	3	-4	5	-1.4
O=C1CCC(C(=O)N2CCCC2)CN1CCc1cccc(F)c1 (configuration not stated)	i	-3	-6	-3	2	-4	-2	-1	2.4
Cc1ccc(C)c(NC(=O)COc2coc(CN3CCc4ccccc43)cc2=O)c1	i	-4	5	-1	2	-5	-3	-12	-2.0
CNC(=O)/C(C#N)=C/c1ccc(-c2ccccc2[N+](=O)[O-])o1	i	22	-4	1	-2	1	-6	0	1.7
Cn1c(=O)cc(Nc2ccccc2)c2c(=O)n(-c3ccccc3)c(=O)n(-c3ccccc3)c21	i	-10	9	-2	-9	-3	-5	11	0.7
CCCn1c(SCC(=O)NC(C)c2ccccc2)n[nH]c1=O (configuration not stated)	i	11	-2	-3	2	5	-3	-9	-0.6
CC(C)c1nnc(NC(=O)C2c3ccccc3Oc3ccccc32)s1	i	15	9	2	-1	-3	-1	3	0.8
O=C(Nc1ccccc1)c1c(F)c(F)c(F)c(F)c1F	i	9	-5	2	-2	0	-2	-3	-0.6
C/C(=N\NC(=O)COc1cc(C)cc(C)c1)c1ccc(N2CCOCC2)cc1	i	4	0	3	2	-1	-13	-2	4.2
CCn1ncc(Br)c1C(=O)Nc1c(C)nn(Cc2c(F)c(F)c(F)c(F)c2F)c1C	i	-3	12	1	3	1	-1	1	-0.7
Cc1ccc(S(=O)(=O)N2CCOCC2)c(C)c1-n1cnnn1	i	7	-8	-3	-6	0	-1	-10	-0.2

Compound activity (PubChem)

No enrichment for hits. About 3.7% of those tested had a hit in this group.
